# Screens deposited in PubChem BioAssay by Sanford-Burnham Center for Chemical Genomics.
# SENP7 block – blocks the human protease SENP7 | Q9BQF6 | recombinant SENP7, Z-RLRGG-aminoluciferin luminescence, 40 min | inhibition, % at 5 µM | 330,000 compounds, 1.5% hits;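 active = inhibition above about 50% at the single test dose, limit read from the data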;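 also: plate controls were DMSO with enzyme for no effect and no enzyme buffer wells for full effect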
# Target sequence (Q9BQF6 706-1050 limits assumed): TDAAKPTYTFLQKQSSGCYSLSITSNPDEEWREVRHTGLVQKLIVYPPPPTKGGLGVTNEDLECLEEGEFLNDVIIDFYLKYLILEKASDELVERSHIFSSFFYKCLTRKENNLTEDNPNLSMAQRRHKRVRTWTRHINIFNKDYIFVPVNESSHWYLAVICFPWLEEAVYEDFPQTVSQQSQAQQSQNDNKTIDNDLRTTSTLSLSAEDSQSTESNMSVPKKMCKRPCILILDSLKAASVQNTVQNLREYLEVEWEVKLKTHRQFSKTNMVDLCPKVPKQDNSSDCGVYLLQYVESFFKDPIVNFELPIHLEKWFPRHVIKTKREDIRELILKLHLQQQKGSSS
# SENP6 block – blocks the human protease SENP6; inhibition, % at 10 µM; 330,000 compounds, 1.8% hits; Q9GZR1; Recombinant SENP6 catalytic domain, aminoluciferin luminescence; AID 2599;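 active = inhibition above about 50% at the single tested dose, limit read from the data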;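 also: plate controls were DMSO wells with enzyme for no effect and DMSO wells lacking enzyme for full effect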
# HKDC1 inhibitor – inhibitors of human hexokinase HKDC1 | Q2TB90 | recombinant HKDC1, G6PDH/diaphorase resazurin coupled fluorescence | inhibition, % at 20 µM | 340,000 compounds, 0.16% hits;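 active = inhibition above about 35% when tested at 20 µM, limit read from the data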;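 also: plate controls were DMSO wells with enzyme for no effect and DMSO wells lacking enzyme for full effect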
#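 Test system: Recombinant HKDC1 (HK5) hexokinase enzyme, produced in-house | Input: HKDC1 at 5 µg/mL | Buffer or medium: Tris pH 8.0 buffer with MgCl2, Tween-20, BSA, BME | Schedule: 90 min reaction incubation at room temperature, dark | Technique: Resazurin-to-resorufin fluorescence via G6PDH and diaphorase coupling, 525/613 nm | Controls: DMSO wells with and without enzyme mix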
# MPTP block – blocks calcium-induced mitochondrial swelling | isolated mouse mitochondria, Ca2+ swelling absorbance, 30 min | inhibition, % at 10 µM | 360,000 compounds, 1.4% hits;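 active = inhibition of 50% or more, scaled per plate between neutral and stimulator controls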;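 also: 0% = DMSO wells given calcium and 100% = 1 mM EGTA wells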
# ATG4B inh – ATG4B (human) cysteine protease inhibition; 340,000 compounds, 0.51% hits; ATG4B cleavage of LC3-PLA2, NBD-HPC fluorescence, 1 h; Q9Y4P1; inhibition, % at 8.33 µM; in the data active = inhibition above about 40%
# Target sequence (Q9Y4P1 whole entry, looked up): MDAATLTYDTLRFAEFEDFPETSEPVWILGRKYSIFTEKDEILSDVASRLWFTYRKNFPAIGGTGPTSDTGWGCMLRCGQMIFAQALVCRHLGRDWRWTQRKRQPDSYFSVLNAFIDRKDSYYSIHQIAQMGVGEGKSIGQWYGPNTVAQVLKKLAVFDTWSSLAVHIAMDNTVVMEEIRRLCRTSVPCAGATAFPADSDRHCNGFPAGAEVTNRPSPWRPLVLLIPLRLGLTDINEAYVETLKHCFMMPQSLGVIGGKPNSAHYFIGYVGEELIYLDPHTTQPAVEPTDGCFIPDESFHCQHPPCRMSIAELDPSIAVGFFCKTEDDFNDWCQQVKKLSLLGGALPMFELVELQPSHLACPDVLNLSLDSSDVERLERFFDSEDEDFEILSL
# SENP8 block – inhibitors of human SENP8 protease; Q96LD8; recombinant SENP8, Nedd8 substrate fluorescence; inhibition, % at 20 µM; 360,000 compounds, 0.64% hits; AID 602440; in the data active = inhibition mostly above about 40%, no sharp cut-off; inactive = mostly below about 27%
# Target sequence (Q96LD8 whole entry, looked up): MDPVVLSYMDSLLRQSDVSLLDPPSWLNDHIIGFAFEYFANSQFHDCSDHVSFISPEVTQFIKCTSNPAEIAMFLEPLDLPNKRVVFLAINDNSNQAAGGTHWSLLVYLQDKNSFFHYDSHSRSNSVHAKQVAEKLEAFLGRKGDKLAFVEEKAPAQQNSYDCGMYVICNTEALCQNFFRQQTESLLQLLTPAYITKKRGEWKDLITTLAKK
# PfGluPho inh – PfG6PD (Plasmodium falciparum) enzyme inhibition | inhibition, % at 20 µM | AID 504690 | 350,000 compounds, 0.78% hits | PfGluPho enzyme, NADPH resazurin-diaphorase fluorescence;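 active = inhibition reaching at least a set limit at 20 µM in the primary screen, cut at about 59% in these data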;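 also: 0% = DMSO wells with substrate and 100% = DMSO wells lacking glucose-6-phosphate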
# NR3A LBD binder – modulates the human NR3A ligand-binding domain | NR3A LBD differential scanning fluorimetry, Tm shift; 0% = protein alone, 100% = glycine-bound protein | AID 1259313 | 340,000 compounds, 2.5% hits | Tm shift relative to glycine control, % at 25 µM;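 active = melting temperature shift of at least 10% of the positive control shift, at one fixed dose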
# The depositor's hits bear a star; x = not tested or not shown; & = joins results of further samples.
SMILES,SENP7 block,SENP6 block,HKDC1 inhibitor,MPTP block,ATG4B inh,SENP8 block,PfGluPho inh,NR3A LBD binder
COC(=O)c1cccc(COC(=O)c2ccc(CS(=O)(=O)c3ccc(C)cc3)cc2)c1,-3.4,-5.4,1.6,2.3,-4.2,22.2,-0.4,0.6
CCN(c1ccccc1)S(=O)(=O)c1nnc(NC(=O)c2ccccc2OC)s1,-6.7,9.4,1.6,-0.5,-6.8,-9.9,1.1,0.2
CCOc1ccc(CCNC(=O)c2ccc(CNS(=O)(=O)c3ccccc3)cc2)cc1OCC,6.7,6.8,7.4,0.7,-10.2,10.5,10.2,0.4
CN1CCN(S(=O)(=O)c2cccc(C(=O)Nc3cc(C(F)(F)F)ccc3N3CCCC3)c2)CC1,-0.6,-11.6,-0.8,-1.4,-7.4,21.6,11.3,2.2
C=CCOc1ccc(CN(C)CC(=O)N(CC(C)C)c2c(N)n(CC(C)C)c(=O)[nH]c2=O)cc1,-2.3,-3.3,-5.7,-4.6,-12.4,11.8,-14.2,0.7
CCc1nc2ccccc2c(C(=O)OCC(=O)Nc2ccc(NC(C)=O)cc2)c1C,-9.1,0.3,0.9,1.0,-8.6,12.8,-16.2,5.3
Nc1[nH]c(N=NC(=O)c2ccccc2O)c2ccccc12,-2.9,0.7,-26.8,0.7,4.0,-26.4,16.4,-7.1
O=C(Nc1cccc(-c2nc3cccnc3s2)c1)C1c2ccccc2Oc2ccccc21,1.5,-8.4,4.8,1.4,-5.8,-175.9,2.4,8.9
COc1ccc(C2CC(c3cccs3)=NN2C(=O)c2ccco2)cc1OC (configuration not stated),8.1,-9.2,-0.8,0.4,-2.6,-138.8,12.3,-2.3
CN(c1ccccc1)S(=O)(=O)c1cccc(NC(=O)C2CCCO2)c1 (configuration not stated),8.2,9.0,0.7,0.6,1.2,3.8,-12.0,-0.2
Cc1cc(C)cc(-n2ncc3c2CCCC3NC(=O)CCCn2cncn2)c1 (configuration not stated),-1.0,8.8,2.4,-0.2,-4.2,-2.4,-4.7,2.2
COc1ccc(C(=O)NCCSCc2ccc(C)cc2)cc1,6.9,-16.7,-2.5,-3.9,-6.4,16.3,-23.7,0.8
C/C=C(\C)C(=O)N[C@@H](C)CN1C2=NC[C@H](C(C)C)N2C[C@H]1Cc1ccc(OC)cc1,13.7,5.7,2.6,1.7,0.8,16.3,-13.8,1.8
COc1ccc([C@@H]2CC(=O)c3c(O)cc(O[C@@H]4O[C@H](CO[C@@H]5O[C@@H](C)[C@H](O)[C@@H](O)[C@H]5O)[C@@H](O)[C@H](O)[C@H]4O)cc3O2)cc1O,2.2,-0.7,3.8,1.5,-3.6,7.4,5.5,-3.5
CCOC(=O)C1CCCN(C(=O)C(CCSC)NC(=O)COc2ccccc2)C1 (configuration not stated),-10.5,-9.3,3.2,0.6,-8.2,3.2,3.2,-0.9
CCOC(=O)Cn1c(=O)n(Cc2ccccc2)c(=O)c2cccnc21,-13.6,7.9,-5.5,2.5,-4.8,-113.2,-11.2,-0.5
COc1ccc(N2CCN(C(=O)CCC(=O)N3CC(C)Oc4ccccc43)CC2)cc1 (configuration not stated),2.9,-16.2,-2.0,-0.2,-7.6,-1.2,5.8,0.3
COc1cccc(-c2nnn(CC(=O)NC3CCCC3)n2)c1OC,5.4,1.1,-4.0,0.6,0.5,5.7,-9.6,1.2
C=C(C)CN(CC)C(=O)COc1ccc(S(=O)(=O)Nc2ccc(OC)cc2)cc1,8.5,-14.9,-4.5,12.3,-3.4,5.6,-23.2,2.0
CC(=O)N1CC2(C)CN(C(C)=O)CC(C)(C1)C2,-4.9,-11.2,-1.8,0.1,-6.4,29.8,-19.3,-1.3
Fc1ccc(Nc2ncnc3sc4c(c23)CCC4)cc1F,3.2,-1.8,-14.0,0.5,1.0,20.9,0.7,-4.7
CCCCc1cc(=O)oc2cc(C)cc(OCC(=O)N3C[C@H]4C[C@@H](C3)c3cccc(=O)n3C4)c12,3.5,8.1,-4.0,-0.6,-24.5,-196.4,0.5,-0.5
CC1=C(c2ccc(F)cc2)[N+](=O)C(C)(C)N1[O-],5.3,1.7,-2.8,-2.0,11.0,12.8,-14.5,0.8
O=C(COC(=O)c1ccccc1-n1cnnn1)c1ccccc1,-10.2,-7.2,-7.3,-1.3,0.6,7.7,7.3,-0.6
Cc1ccccc1N1CCN(CCCOc2ccc3c(C)cc(=O)oc3c2)CC1,3.7,-6.2,2.8,5.1,-0.9,-131.0,7.5,-1.0
C[C@H](CO)N1C[C@H](C)[C@@H](CN(C)S(=O)(=O)c2cn(C)cn2)Oc2c(NS(=O)(=O)c3cccs3)cccc2C1=O,-3.6,-28.0,-1.1,0.6,x,13.5,-12.7,1.2
Cc1ccc(N=C2CSC(=O)N2)cc1,-3.9,-3.0,-0.7,-2.7,-6.9,6.0,3.2,-1.5
CCN(CC)S(=O)(=O)c1ccc(C)c(N=C=S)c1,-5.0,6.1,-7.4,0.1,-9.2,5.0,9.9,0.7
O=C(/C=C/c1ccc(F)cc1)NNC(=O)CCN1CCN(Cc2ccccc2)CC1,-7.9,-14.1,-11.6,0.2,-5.8,-5.5,-8.6,-1.1
Cc1cccc(OCC(=O)Nc2cc(S(=O)(=O)N3CCOCC3)ccc2N2CCCC2)c1C,2.4,-2.1,1.9,-1.1,-6.4,-4.1,-9.2,-1.9
N/C(=N\OC(=O)Cc1cccc2ccccc12)c1ccccn1,-8.7,-18.2,0.7,-4.1,1.9,24.4,-5.1,-1.5
CCCCCC(=O)OC(CN1CCCCC1)CN1CCCC1=O (configuration not stated),4.7,-3.8,-7.9,-2.7,4.0,9.3,-5.0,-2.6
COc1ccc(OCC(=O)Nc2ccc(N3CCN(C(=O)c4ccccc4)CC3)c(Cl)c2)cc1,-5.3,-16.8,-3.7,1.6,-1.0,5.9,21.3,2.9
O=C1CC2(CCN(C(=O)c3ccccc3[N+](=O)[O-])CC2)Oc2ccccc21,5.7,3.0,0.8,-0.7,-0.4,-26.8,4.0,-0.5
CCCCCCCCNC(CO)(CO)CO,-0.5,4.0,-1.2,-0.4,-0.9,11.5,-1.2,-1.5
CC(=O)c1ccc(N(C(=O)CNC(=O)c2ccco2)C(C(=O)NCC2CCCO2)c2ccccc2)cc1 (configuration not stated),-0.2,-6.7,-12.5,0.3,-4.9,2.1,2.2,3.6
CCOc1cc(C(=O)NCc2ccc(C)cc2)ccc1OCC(=O)N1CCOCC1,-4.2,1.0,-11.2,-1.2,-2.3,7.1,12.4,0.7
CCN(C(=O)COC(=O)CCOc1ccccc1)c1c(N)n(Cc2ccccc2)c(=O)[nH]c1=O,3.5,-8.9,-5.4,-1.4,-9.7,2.0,3.2,1.8
CCCC(CCC)C(=O)NNc1cc(=O)c2c(=O)n(C)c(=O)n(C)c2[nH]1,-6.8,0.5,-0.7,1.1,0.8,12.2,-2.2,0.7
O=C(O)c1ccccc1C(=O)NCc1ccc2c(c1)OCO2,-14.4,-11.8,-8.8,0.4,4.0,-15.4,-7.9,-1.4

# 3 structures already listed, sorted by count of non-hydrogen atoms, smallest number first.
SMILES,SENP7 block,SENP6 block,HKDC1 inhibitor,MPTP block,ATG4B inh,SENP8 block,PfGluPho inh,NR3A LBD binder
CCOc1cc(C(=O)NCc2ccc(C)cc2)ccc1OCC(=O)N1CCOCC1,-4.2,1.0,-11.2,-1.2,-2.3,7.1,12.4,0.7
CCN(C(=O)COC(=O)CCOc1ccccc1)c1c(N)n(Cc2ccccc2)c(=O)[nH]c1=O,3.5,-8.9,-5.4,-1.4,-9.7,2.0,3.2,1.8
CC(=O)c1ccc(N(C(=O)CNC(=O)c2ccco2)C(C(=O)NCC2CCCO2)c2ccccc2)cc1 (configuration not stated),-0.2,-6.7,-12.5,0.3,-4.9,2.1,2.2,3.6

# (more compounds)
SMILES,SENP7 block,SENP6 block,HKDC1 inhibitor,MPTP block,ATG4B inh,SENP8 block,PfGluPho inh,NR3A LBD binder
O=c1sc2ccccc2n1CCOc1ccccc1,19.2,40.0,3.8,2.6,-9.5,8.5,3.1,1.6
CCOC(=O)c1cc(C)[nH]c(=S)c1C#N,0.1,-4.2,8.9,-2.0,-2.9,-78.8,74.2*,2.3
O=[N+]([O-])c1ccc(S(=O)(=O)NCC(c2cccnc2)N2CCOCC2)cc1 (configuration not stated),-4.1,-4.1,-12.6,1.6,4.1,21.4,-1.3,-2.8
CN(CCCCOc1ccc(F)cc1)Cc1ccccc1,-9.8,-4.6,-5.5,0.7,4.4,26.0,26.4,-0.9
Cc1ccc(NC(=O)c2ccc(OC(=O)COc3ccc(Cl)cc3C)cc2)cc1,-1.4,2.5,-3.8,-0.2,-2.7,22.4,5.4,4.4
Cc1ccccc1C(=O)NCC(=O)OCCOc1ccc(C(C)C)c(C)c1,-3.2,-12.4,-0.2,0.2,12.8,-4.3,11.2,3.2
Cc1cccc(CSc2nnc(C)c(=O)n2N)c1,10.4,10.5,-6.7,3.3,-5.1,18.0,-3.0,-7.9
CCOc1cccc(OCCNC2CCCC2)c1,-7.8,-8.6,-8.3,-1.0,-3.3,5.0,-10.0,-0.9
CCN(CC)c1ccc(/C=C2\SC(N)=NC2=O)cc1,-3.7,-7.9,-1.8,-0.9,4.5,-44.0,-8.7,0.1
COC(=O)C1CCCN1S(=O)(=O)c1ccc2ccccc2c1 (configuration not stated),-1.7,-1.3,3.2,-0.1,4.6,2.3,2.5,-3.1
N#CCC(=O)N/N=C/c1ccc(OC2CSC2)cc1,-5.0,-7.1,-7.3,-0.3,4.3,0.0,-5.0,-1.4
CC1CCC(NC(=O)c2ccc(NC(=O)CC3SC(N4CCCC4)=NC3=O)cc2)CC1 (configuration not stated),1.1,-10.8,-0.9,-3.1,-9.8,8.6,2.2,1.5
COc1ccccc1CNC(=O)C1CC(c2cccc([N+](=O)[O-])c2)=NO1 (configuration not stated),-2.2,-0.1,-6.7,0.9,-1.8,17.4,-1.4,-3.2
CC(C)N1C[C@@]23C=C[C@@H](O2)C(C(=O)OCc2ccccc2)[C@H]3C1=O (some centres not stated),5.4,-6.4,-9.3,-0.3,-11.3,27.3,-19.7,0.9
CCOC(=O)c1c(C)[nH]c(C(=O)OCC(=O)N(CC)c2c(N)n(Cc3ccccc3)c(=O)[nH]c2=O)c1C,x,x,-3.4,0.8,-9.7,-10.4,2.1,-1.1
C[C@]12CC[C@@H]3c4ccc(OS(=O)(=O)O)cc4CC[C@H]3[C@@H]1CCC2=O,-2.0&0.3,-2.6&4.5,-0.8&-2.6,-2.0&-2.4,5.7&-1.8,-7.2&3.8,-22.5&-20.6,3.4&1.9
Cc1cccc(C(=O)NCCN2CCCC2)c1,6.3,-8.9,-5.2,1.4,-13.7,15.7,-4.9,-1.9
O=C(N/N=C/c1ccc(O)cc1O)c1ccc(NC(=O)C2CCCCC2)cc1,6.9,-1.6,-13.3,-2.1,-19.2,-72.6,-17.4,23.4*
CCCCCCCCNc1ncnc2[nH]ncc12,x,x,-1.6,70.8*,-11.8,3.2,2.3,0.6
Cc1ccc(S(=O)(=O)Nc2ccc3oc(=O)sc3c2)c(C)c1,4.5,-0.6,8.4,-1.5,-17.0,20.2,-3.1,-3.4
O=C(NN(C(=O)c1ccccc1)c1ccccc1)c1ccccc1,-9.8,-6.3,-1.2,1.6,-3.5,16.2,7.8,2.4

# A different layout for part of the listing above:
# The line under a structure holds: SENP7 block | SENP6 block | HKDC1 inhibitor | MPTP block | ATG4B inh | SENP8 block | PfGluPho inh | NR3A LBD binder
Cc1ccc(S(=O)(=O)Nc2ccc3oc(=O)sc3c2)c(C)c1
  4.5 | -0.6 | 8.4 | -1.5 | -17.0 | 20.2 | -3.1 | -3.4
O=C(NN(C(=O)c1ccccc1)c1ccccc1)c1ccccc1
  -9.8 | -6.3 | -1.2 | 1.6 | -3.5 | 16.2 | 7.8 | 2.4

# Some entries already given, limited to PfGluPho inh, MPTP block and SENP6 block:
SMILES | PfGluPho inh | MPTP block | SENP6 block
N#CCC(=O)N/N=C/c1ccc(OC2CSC2)cc1 | -5.0 | -0.3 | -7.1
CCCCCCCCNc1ncnc2[nH]ncc12 | 2.3 | 70.8* | x
COc1ccccc1CNC(=O)C1CC(c2cccc([N+](=O)[O-])c2)=NO1 (configuration not stated) | -1.4 | 0.9 | -0.1
